S3 lipid droplet: qHTS Assay for Lipid Storage Modulators in Drosophila S3 Cells; hit rate 0.64% among 320,000; AID 2685, 2010; Potency in µM for hits, for the others lipid storage change, negative = inhibition, % at the top dose, mostly 46.1 µM; Drosophila S3 cells, BODIPY lipid droplet fluorescence, 18-24 h; cells fed with added oleic acid; active means well fitted inhibition curve with a large enough effect in the signal ratio, with a control signal flat, not every such curve was filed as active; inconclusive means small, poorly fitted or top-dose-only effect, or effect the other way, or a change in a side signal; the % refers to the signal ratio
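Drosophila S3 cells loaded with oleic acid (400 uM, as added) and compounds at several concentrations; lipid droplets imaged by 488-nm laser-scanning cytometry, 500–530 nm intensity and object ratio to cell channel. Percent activity normalized to 20 uM Triacsin C.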
S3 lipid droplet cell count max: recorded beside S3 lipid droplet, whose call it bears; cell number change, %; measured here: cell count max response;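 cells counted by Cell Tracker Red CMTPX staining in the red channel; peak over a dose series mostly up to 46.1 µM; percent activity relative to internal control wells on each plate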
* hit, by the source's call; i = inactive; ? = inconclusive; . = not tested or not shown. On the % scale 0 is the no-effect control and ±100 the full control effect; potency means the concentration at half of the fitted maximal effect. Not all compounds are listed (hit frequency here may not be typical).

SMILES	S3 lipid droplet	S3 lipid droplet cell count max
CCOc1ccccc1C(=O)NCC(=O)OCc1csc(CC(=O)Nc2ccc(C)cc2)n1	?	.
CCOC(=O)c1c(C)nc(C)c(C(=O)OCC)c1-c1ccc(Br)cc1	-4.4%	-20.0
N/C(=N\OC(=O)c1cccs1)c1cccnc1	?	.
COc1ccc(OCC(=O)N(Cc2cccs2)C2CCS(=O)(=O)C2)cc1 (stereo not drawn)	-5.6%	.
CCNC(=O)Nc1ccc(-n2nc(C)c(C(=O)OCC)c2C)nc1	?	.
O=C(Nc1ccc(Cl)cc1)N1CCCC1	?	.
Cc1ccccc1N1CCN(C2CCCN(C(=O)CCN3CCCO3)C2)CC1 (stereo not drawn)	?	.
Cc1ccc2[nH]cc(/C=C/c3cc[n+](C)cc3)c2c1	?	.
O=C(O)c1ccc(N2C(=O)CC(SC(=NCc3ccc4c(c3)OCO4)Nc3ccc(F)cc3)C2=O)cc1 (stereo not drawn)	?	.
CC(C)CC(C(=O)Nc1oc(-c2ccco2)c(-c2ccco2)c1C#N)N1C(=O)c2ccccc2C1=O (stereo not drawn)	?	.
O=C(CN1C(=O)C2CC=CCC2C1=O)Nc1nnc(C2CC2)s1 (stereo not drawn)	?	.
CCn1cc(C(=O)NC(C)C)c(=O)c2cc(F)c(N3CCN(C(=O)c4ccco4)CC3)cc21	5.3%	14.9
COC(=O)c1c(NC(=O)Cc2cccs2)sc2c1CCC(C)C2 (stereo not drawn)	?	.
COc1ccccc1NC(=O)CNC(=O)c1ccc([N+](=O)[O-])cc1	-6.3%	.
CC1CN(CCOc2cccc(Oc3ccccc3)c2)CC(C)O1 (stereo not drawn)	?	.
Cc1ccc(S(=O)(=O)CCC(=O)OCC(=O)NCCc2ccc(F)cc2)cc1	1.6%	3.0
COc1ccc2c(=O)c3c(=O)n(Cc4ccco4)c(C4CCCCC4)nc3oc2c1	?	.
CC1CCC(NC(=O)C(C)N2C(=O)C3CCCCC3C2=O)CC1 (stereo not drawn)	?	.
COc1ccc(NC(=O)C2=CN3CCS(=O)(=O)N=C3C=C2)c(OC)c1	i	-4.5
CC(=O)c1cccc(S(=O)(=O)N2CCC(C(=O)Nc3cccc(C(=O)NC4CC4)c3)CC2)c1	?	.
CCc1nnc(NS(=O)(=O)c2ccc(NC(=O)c3cc(Cl)ccc3OC)cc2)s1	3.5%	5.7
CC(C)(C)n1nnnc1C(c1ccccn1)N1CCN(C(c2ccccc2)c2ccccc2)CC1 (stereo not drawn)	?	.
Cn1c(=O)n(C)c2cc(/C=N/NC(=S)NCc3ccccc3)ccc21	?	.
O=C(NCCC1CCCCN1S(=O)(=O)c1ccccc1)C(=O)NCc1ccccc1F (stereo not drawn)	?	.
O=C(Nc1ccccc1)/C(=C\c1ccc2c(c1)OCO2)NC(=O)c1ccco1	11.9%	-7.7
COc1cc(C(=O)Nn2cnnc2)ccc1OC(F)F	?	.
O=C(COC(=O)CNS(=O)(=O)c1cccc(Br)c1)Nc1ccccc1Sc1ccccc1	?	.
CS(=O)(=O)c1cccc(NC(=O)CSc2nnc3n2CCCCC3)c1	?	.
C/C(=N\NC(=O)c1cc(-c2ccncc2)nc2ccccc12)c1ccc(OC(F)F)cc1	?	.
COc1ccc2c(c1)c(C(=O)O)c(C)n2-c1ccc(Cl)cc1	?	.
C[C@H]1C(=O)N(C)CCN1Cc1cn(C)nc1-c1ccc(Oc2ccccc2)cc1	13.7%	3.8
Cc1sc(NC(=O)C2CCCO2)c(C#N)c1C (stereo not drawn)	i	14.4
CC(=O)Oc1ccccc1-c1nc(C)nc(N(C)C(C)=O)n1	?	.
CCOC(=O)c1noc(C)c1C(=O)Nc1nccs1	-1.0%	.
O=C(Nc1ccc(S(=O)(=O)NCC2CCCO2)cc1)c1cnccn1 (stereo not drawn)	-0.4%	-1.9
O=C(Cc1cccs1)NCc1ccc(Cl)cc1	?	.
Cc1noc(C)c1CSCC(=O)Nc1cc(S(C)(=O)=O)ccc1Cl	15.3%	13.1
CNC(=O)Cn1nc(-c2ccc(C)cc2)c2ccccc2c1=O	20.9%	3.9
COc1ccc(-c2ccc(NCCN3CCOCC3)nn2)cc1OC	13.4%	0.7
COc1cccc(NC(=O)CCN2C(=O)c3ccc([N+](=O)[O-])cc3C2=O)c1	-4.1%	.
CCOc1ccc(Oc2ccc(NC(=O)[C@@H](NC(N)=O)[C@@H](C)CC)cc2)cc1	i	-15.5
CC(NC(=O)C(NC(=O)C(Cc1c[nH]c2ccccc12)NC(=O)OC(C)(C)C)C(C)C)C(N)=O (stereo not drawn)	5.1%	.
O=C(Nc1nccs1)c1ccc(S(=O)(=O)N2CCOCC2)cc1	3.6%	-5.9
COc1cccc(CNC(=O)c2cccc(Br)c2)c1	?	.
Cc1ccc(Oc2ccc(S(=O)(=O)NCC(C)(C)N3CCOCC3)cc2)cc1	-21.5%	15.4
OCCNc1nc(NCCC2=CCCCC2)nc(N2CCOCC2)n1	?	.
CC1=C(C(=O)OCC2CCCO2)C(c2ccncc2)C2=C(CC(C)(C)CC2=O)N1 (stereo not drawn)	?	.
CCn1c(CNC(=O)c2ccco2)nnc1SCC(=O)c1ccc(OC)cc1	-15.7%	10.1
O=S(=O)(c1cccs1)N1CN(C2CCCCC2)c2nc3ccccc3nc21	16.2%	-2.2
CCCCn1c(N)c(N(CCC(C)C)C(=O)c2ccc(C)o2)c(=O)[nH]c1=O	?	.
CC(C)c1csc(CN2CCC(N3CCC(C(=O)N4CCOCC4)CC3)CC2)n1	?	.
CCC(C)(C)C1CCC2(CC1)NC(=O)N(CC(=O)NCCCc1ccccc1)C2=O (stereo not drawn)	?	.
O=C(CN1CC[n+]2c(-c3cccs3)csc21)c1ccc(-c2ccccc2)cc1	?	.
COc1ccc(C)cc1NC(=O)Nc1ccc(Br)cn1	?	.
Cc1ccc(S(=O)(=O)c2ccc(Oc3ccccc3)cc2)cc1	8.7%	5.3
Fc1ccccc1-c1csc(-c2cccnc2)n1	?	.
N#Cc1nc(COc2ccccc2)oc1N1CCCCC1	?	.
N#C/C(=C\c1cccc(OC(=O)c2cccs2)c1)C(N)=O	?	.
Cc1ccc(C2C(C#N)C(C#N)N3CCCN23)cc1 (stereo not drawn)	i	-9.8
Cc1ccc(C)c(CN2CCC(CNC(=O)Nc3ccc(C)c(C)c3)CC2)c1	?	.

Shown bar-delimited: 3 of the compounds above
SMILES | S3 lipid droplet | S3 lipid droplet cell count max
CS(=O)(=O)c1cccc(NC(=O)CSc2nnc3n2CCCCC3)c1 | ? | .
C/C(=N\NC(=O)c1cc(-c2ccncc2)nc2ccccc12)c1ccc(OC(F)F)cc1 | ? | .
COc1ccc2c(c1)c(C(=O)O)c(C)n2-c1ccc(Cl)cc1 | ? | .

Additional results follow.
SMILES	S3 lipid droplet	S3 lipid droplet cell count max
[N-]=[N+]=NC[C@H](c1ccccc1)N1CCN(Cc2ccccc2)CCC1=O	?	.
CCC(C)(NC=O)C(=O)Nc1c(C)cccc1C (stereo not drawn)	?	.
CCCN1C(=O)C(NS(=O)(=O)c2ccc(N)cc2)(C(F)(F)F)C(C(=O)OC)=C1C (stereo not drawn)	3.1%	4.4
COc1cccc(/C(O)=C/c2nc3ccc(C(=O)NCCc4cccc(C)c4)cc3[nH]c2=O)c1	?	.
O=C(CSCc1cc(=O)n2nc(C3CC3)sc2n1)Nc1ccc(F)cc1	?	.
Cc1cc(C)n(CC(=O)N2CCCC(N3CCN(c4ccc(F)cc4)CC3)C2)n1 (stereo not drawn)	i	-17.6
COc1cccc(C(=O)NCCSc2ccc(C)cc2)c1	?	.
Cc1cc(C)n(CCN(C)c2nc3nonc3nc2N2CCCCC2)n1	7.9%	5.6
CC(C)Cn1cnc2c1c(=O)n(CC(O)c1ccccc1)c(=O)n2CC(C)C (stereo not drawn)	?	.
O=C(O)c1nccnc1C(=O)Nc1ccc(Oc2c(Cl)cccc2Cl)nc1	8.6%	10.1
CCOCCCNC(=O)c1cn(CC)c2ccc(S(=O)(=O)N3CCC(C)CC3)cc2c1=O	?	.
Cc1sc(NC(=O)CSc2nc(N)cc(N)n2)c(C#N)c1C	?	.
CN1CCc2c(sc(/N=C/c3ccco3)c2C(N)=O)C1	?	.
CC(=O)Nc1ccc(NC(=O)C(C)OC(=O)c2cccc(S(=O)(=O)N3CCCCC3)c2)cc1 (stereo not drawn)	-1.5%	5.2
O=C(O)c1ccccc1C(=O)Nc1ccc(Nc2ccc([N+](=O)[O-])cc2[N+](=O)[O-])cc1	?	.
COC(=O)c1ccccc1-c1ccc(/C=N/Nc2nc(N3CCCC3)nc(N3CCCC3)n2)o1	9.6%	13.7
Cc1cccc(OCCn2c(=O)oc3ccc(C)cc32)c1	26.4%	16.2
Cc1cc(NS(=O)(=O)c2ccc(C3CCCCC3)cc2)no1	?	.
CC(C)CCOc1ccc(C(=O)NCC(c2cccs2)N2CCOCC2)cc1 (stereo not drawn)	?	.
Cn1c(Cc2cccs2)nnc1SCC(=O)N1CCc2ccccc21	i	-9.1
CC(=O)c1ccc(-c2nc3c4ccccc4ccn3c2C(C)=O)o1	-15.3%	10.3
C[n+]1nc(Nc2cccc(F)c2)sc1-c1ccc(C(=O)O)cc1	-15.5%	0.3
COc1cccc2cc(C(=O)N3CCN(c4ccccc4F)CC3)c(=O)oc12	?	.
O=C(c1cccc(S(=O)(=O)N2CCOCC2)c1)N1CCOCC1	?	.
C#CCN1C(=O)S/C(=C/C=C/c2ccc(N(C)C)cc2)C1=O	?	.
O=C(Nc1cccc(Cl)c1)c1cncn1-c1ccc(F)cc1	-14.0%	12.8
COC(=O)c1cc2c(C)cc3ccc(C)cn3c-2c1C(=O)OC	?	.
CCCCn1c(N)c(N(Cc2ccccc2OC)C(=O)c2ccc([N+](=O)[O-])s2)c(=O)[nH]c1=O	?	.
CC(C(=O)NCCS(=O)(=O)c1ccc(Cl)cc1)S(=O)(=O)c1ccc(Cl)cc1 (stereo not drawn)	?	.
O=c1nc(-c2ccccc2)n(-c2ccc(Cl)cc2)[nH]1	?	.

Entries of single compounds, looked up by structure. Order of screens: S3 lipid droplet, S3 lipid droplet cell count max
`COc1cccc2cc(C(=O)N3CCN(c4ccccc4F)CC3)c(=O)oc12` is entered as ?, .
`CC(=O)c1ccc(-c2nc3c4ccccc4ccn3c2C(C)=O)o1` is entered as -15.3%, 10.3

Part of the list above in order of formula weight, smallest number first.
SMILES	S3 lipid droplet	S3 lipid droplet cell count max
O=c1nc(-c2ccccc2)n(-c2ccc(Cl)cc2)[nH]1	?	.
Cn1c(Cc2cccs2)nnc1SCC(=O)N1CCc2ccccc21	i	-9.1
COC(=O)c1ccccc1-c1ccc(/C=N/Nc2nc(N3CCCC3)nc(N3CCCC3)n2)o1	9.6%	13.7

The listing continues:
SMILES	S3 lipid droplet	S3 lipid droplet cell count max
CC(C)(C)n1nc2c(c1NC(=O)c1cc3ccccc3o1)CSC2	?	.
CC1=CC(C)=Nc2ccccc2N1	0.0%	.
CC(=O)Nc1nc(-c2ccccc2)cc(-c2ccco2)c1C#N	6.7%	0.5
COCCCNC(=S)N(CCCO)Cc1cc2cc3c(cc2[nH]c1=O)OCCO3	?	.
O=C(Nc1ccccc1N1CCOCC1)c1ccco1	?	.
CCN1C(=O)NC(c2cccnc2)C(C(=O)OC)=C1C (stereo not drawn)	i	17.0
O=C(c1ccco1)N1CCN(C(=O)C2c3ccccc3Oc3ccccc32)CC1	?	.
Cc1cc(NC(=O)CSc2nc(-c3ccc(Cl)cc3)cs2)no1	0.0%	0.7
O=[N+]([O-])c1cccc(NC(=S)N2CCOCC2)c1	9.2%	-2.4
C/C(=N/NS(=O)(=O)c1ccc(C(C)(C)C)cc1)c1ccc2c(c1)OCO2	i	-8.9
